KDM5B inhibitor – blocks human KDM5B histone demethylase activity. Q9UGL1. KDM5B demethylase, FDH-coupled NADH fluorescence (FDH is formaldehyde dehydrogenase). Potency, µM (titrated, usually from 57.7 µM), without a hit: top-dose activity change, negative = inhibition, hits mostly inhibitors. hit rate 2.6% among 220,000; active = well fitted inhibition curve with a large enough effect; inconclusive = small, poorly fitted or top-dose-only effect; inactive = no such curve, though single readings can be large or run the other way; note: 0% is about no effect; nearly all actives have a fitted effect of over 70% in size
Target sequence (Q9UGL1 whole entry, looked up): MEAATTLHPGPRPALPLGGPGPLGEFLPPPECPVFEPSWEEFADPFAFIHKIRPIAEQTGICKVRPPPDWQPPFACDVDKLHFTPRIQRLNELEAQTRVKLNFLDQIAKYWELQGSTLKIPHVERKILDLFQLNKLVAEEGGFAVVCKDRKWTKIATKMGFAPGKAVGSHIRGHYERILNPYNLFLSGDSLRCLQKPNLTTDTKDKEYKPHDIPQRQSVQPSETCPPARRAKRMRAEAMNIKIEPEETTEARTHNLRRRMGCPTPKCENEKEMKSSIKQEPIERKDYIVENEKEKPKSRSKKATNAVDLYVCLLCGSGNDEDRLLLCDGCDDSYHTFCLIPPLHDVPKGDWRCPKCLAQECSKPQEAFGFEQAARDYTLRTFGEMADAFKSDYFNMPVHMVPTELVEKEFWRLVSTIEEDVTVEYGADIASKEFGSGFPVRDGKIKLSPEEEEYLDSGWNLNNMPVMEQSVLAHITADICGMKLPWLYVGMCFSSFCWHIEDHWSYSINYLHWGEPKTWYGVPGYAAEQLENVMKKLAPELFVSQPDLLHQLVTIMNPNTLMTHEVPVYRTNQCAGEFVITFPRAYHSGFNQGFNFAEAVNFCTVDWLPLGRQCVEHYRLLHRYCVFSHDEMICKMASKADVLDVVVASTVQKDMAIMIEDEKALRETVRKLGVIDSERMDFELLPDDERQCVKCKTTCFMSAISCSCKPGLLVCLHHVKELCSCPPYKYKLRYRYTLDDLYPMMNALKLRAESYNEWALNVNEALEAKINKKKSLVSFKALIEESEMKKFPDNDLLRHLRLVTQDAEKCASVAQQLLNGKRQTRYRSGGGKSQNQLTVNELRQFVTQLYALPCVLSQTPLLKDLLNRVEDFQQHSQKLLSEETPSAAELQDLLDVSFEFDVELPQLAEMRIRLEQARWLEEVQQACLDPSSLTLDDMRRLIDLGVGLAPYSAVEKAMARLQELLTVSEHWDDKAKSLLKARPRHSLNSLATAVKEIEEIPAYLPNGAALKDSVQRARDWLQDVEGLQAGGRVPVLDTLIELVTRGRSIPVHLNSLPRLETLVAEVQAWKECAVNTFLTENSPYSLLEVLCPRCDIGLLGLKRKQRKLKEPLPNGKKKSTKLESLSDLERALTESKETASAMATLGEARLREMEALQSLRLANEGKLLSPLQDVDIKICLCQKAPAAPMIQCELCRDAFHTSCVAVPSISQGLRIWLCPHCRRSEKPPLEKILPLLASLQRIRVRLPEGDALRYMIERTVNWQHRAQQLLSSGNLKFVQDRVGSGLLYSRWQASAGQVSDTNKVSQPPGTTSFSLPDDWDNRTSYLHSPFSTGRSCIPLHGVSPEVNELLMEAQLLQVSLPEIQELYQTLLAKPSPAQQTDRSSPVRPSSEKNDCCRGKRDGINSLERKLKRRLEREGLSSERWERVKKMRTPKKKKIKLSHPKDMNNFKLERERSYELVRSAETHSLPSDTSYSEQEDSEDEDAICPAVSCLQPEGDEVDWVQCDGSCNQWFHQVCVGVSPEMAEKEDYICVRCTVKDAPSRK
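Measured: NADH fluorescence change, 30 min, RT. System: KDM5BΔAP 200 nM final, H3K4me3 peptide, α-KG, Fe(II), ascorbate, NAD⁺ plus FDH, pH 7.5 HEPES. Compounds: titrated, 10 min pre-incubation with enzyme.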
Active calls of the source: *; ? = inconclusive; [ ] = another dose, or the depositor's remark. Potency is the fitted concentration of half-maximal effect. Only part of the results is shown; the hit share may differ from the screen's.

SMILES	KDM5B inhibitor
COc1ccc(C(=O)N[C@@H]2CCC[C@@H]2C(=O)NCc2ccc(C)cc2)cn1	-8%
Cc1cccc(OCCc2noc(C3CN(C(=O)C(C)C)C3)n2)c1	31%[activator]
CCc1ccc(-c2cc(C(=O)O)c3ccccc3n2)cc1	?
O=C(c1cccs1)N1CCOCC2(CN(Cc3cc(F)cc(F)c3)C2)C1	5%[86.2 µM]
COc1ccccc1C(=O)N1CCC(n2cc(-c3nc(C(C)C)no3)nn2)CC1	2%
O=C(COc1ccccc1)N1CCCC(c2noc(COc3ccccc3F)n2)C1 (stereo unspecified)	-4%
Cc1cnc(C(=O)N2CCCN(S(C)(=O)=O)c3ccccc32)cn1	10%
Cc1ccc(O)c(N/C=C/C(=O)C(C)(C)C)c1	?
O=C(NC(C(=O)Nc1ccccc1)C1CCN(C(=O)c2cccc(F)c2)CC1)c1ccc(F)cc1 (stereo unspecified)	12%
COc1ccc2[nH]c3c(c2c1)CCNC31CCN(C(=O)c2cnccc2C)CC1	?
COc1cccc(N2CCN(C(=O)c3cc4c(s3)-c3c(C)cccc3OC4)CC2)c1	?
Fc1ccc(-c2noc([C@@H]3Cc4nc[nH]c4CN3Cc3cccs3)n2)cc1Cl	-25%[86.2 µM]
CC(C)c1ccccc1NC(=O)c1ccc2c(c1)NC(=O)CS2	9%
O=C(Nc1ccc(S(=O)(=O)N(Cc2ccccc2)c2ccccc2)cc1)c1ccccc1F	6%
O=C(NC1CCCC1)c1cc(-c2ccc(Cl)s2)nc2ccccc12	?
CCOc1c(/C=C(\C#N)c2nc3ccccc3[nH]2)cccc1OC	-13%
Nc1nn(-c2ccccc2)nc1C(=O)OCc1ccccc1Br	?
COc1cccc(-n2c(C)nc3c(cnn3-c3ccc(C)c(C)c3)c2=O)c1	-11%
Cc1ccccc1N1CC(C(=O)Nc2ccc(S(=O)(=O)N3CCCCC3)cc2)CC1=O (stereo unspecified)	-7%
COc1cccc(C(=O)NNC2=C(C(=O)C(F)(F)F)CCC2)c1	?
CC1=C[C@@H](CNCc2ccco2)[C@H](C(C)C)C[C@H]1Cc1nnc(C(C)(C)C)o1	1%[86.2 µM]
O=C(CCl)NC(C(=O)O)(c1ccccc1)c1ccccc1	-7%
COc1ccc(OC)c(NC(=O)c2cc3c(N4CCSCC4)nc(C)cn3n2)c1	458%[activator]
CCn1cc(C(=O)NCCCN(C)S(C)(=O)=O)c2ccccc21	18%
O=C(c1ccc([N+](=O)[O-])o1)N1CCc2ccccc2C1	8%

New compounds follow.
SMILES	KDM5B inhibitor
Cc1cccc(Nc2nc(NC3CCCC3)nc3c2cnn3-c2ccccc2)c1	-14%
Cc1cnc(C(=O)N2CCC(c3noc(-c4cccnc4)n3)C2)cn1 (stereo unspecified)	11%
CS(=O)(=O)N1C[C@@H](COCC2CC2)[C@H](c2ccccn2)C1	-3%
CCN(CC)C(=O)NCc1cccnc1N1CCN(c2ccccn2)CC1	?
Cc1c(-c2ccccc2)c(=O)oc2c(CN3CCOCC3)c(O)ccc12	34%[activator]
NCC1(N2CCOCC2)CCCCC1	31%[activator][230 µM]
NCc1ccccc1-c1cccc(O)c1	-22%[149 µM]
CN1CCC(N2CCC[C@@H](O)[C@H](NC(=O)c3ccc(OCC(N)=O)cc3)C2)CC1	?
CCOc1ccc(Cn2c(CNS(=O)(=O)c3ccc(Cl)s3)nc3cccnc32)cc1	?
O=C(COC(=O)c1ccc(Cl)c(S(=O)(=O)N2CCCCCC2)c1)Nc1cc(F)ccc1F	?
Cc1cnc(CCNS(=O)(=O)c2cccc(F)c2)n1C(C)C	-31%
CC1CC(C(=O)Nc2ccccc2)C(=O)O1 (stereo unspecified)	2%
COc1ccc(C[C@H](NC(=O)[C@@]2(O)C[C@@H](O)[C@H](O)[C@@H](NC(=O)CS(=O)(=O)c3ccccc3)C2)C(N)=O)cc1	-7%
COc1ccc(-c2noc(-c3nc(-c4ccccc4OC)no3)n2)cc1OC	-67%
CCCCc1cc(=O)oc2cc(OC(C)C(=O)O)ccc12 (stereo unspecified)	?
CC1CCN(S(=O)(=O)c2ccc3c(ccn3CCC(=O)NCC3CCCO3)c2)CC1 (stereo unspecified)	6%
CCC(NC(=O)/C(=C\c1ccccc1)NC(=O)c1ccc(C)cc1)C(=O)O (stereo unspecified)	18%
COc1ccccc1CC(NC(C)=O)C(=O)NC1CCN(C(=O)Nc2ccc(F)cc2)CC1 (stereo unspecified)	-21%
CC(C)NC(=O)NC[C@H]1O[C@H](Cc2cc(-c3ccc(F)cc3)on2)CC[C@@H]1O	29%[86.2 µM]
O=C(NCc1n[nH]c(=O)c2ccccc12)c1ccccc1Cl	12%
CC12CCC3C(CCC4N(CCO)CCC34C)C1CCC2O (stereo unspecified)	0%
O=C(Nn1cnc2ccccc2c1=O)c1ccc(Cl)c([N+](=O)[O-])c1	0%
N#Cc1cccc(NC(=O)Cn2nc3n(c2=O)CCCCC3)c1	?
CS(=O)(=O)N(C1CC1)C1CCOC2(CCN(C(=O)c3cccc(F)c3)CC2)C1 (stereo unspecified)	16%
Cc1ccccc1S(=O)(=O)N1CCC(n2c(CC(C)C)nc3cccnc32)CC1	2%

Later entries:
SMILES	KDM5B inhibitor
CNc1nc(Oc2ccc(=O)n(C)n2)nc(N2CCOCC2)n1	19%
CC(C)N1CCC(CNC(=O)Nc2ccccc2F)C1 (stereo unspecified)	7%
O=C(c1cccc(O)c1)N1CC(COc2ccccc2)C2(C1)CN(C(=O)c1cn[nH]c1)C2 (stereo unspecified)	-11%[86.2 µM]
OCCC1CN(Cc2cnn(-c3ccccc3)c2)CCN1Cc1cccs1 (stereo unspecified)	29%
CC(NC(=O)c1ccccc1O)C(C)(C)C (stereo unspecified)	?
Cc1cc(C(=O)N[C@@H]2CCC[C@@H](C(=O)N(C)Cc3cccnc3)CC(=O)N(C)C2)c(C(F)(F)F)o1	-13%
CC(NC(=O)c1cccc(CS(C)=O)c1)c1ccccc1 (stereo unspecified)	9%
COc1ccc(-c2cc(N3CCN(C(=O)c4cccc(C#N)c4)CC3)n[nH]2)cc1	20%
CC(=O)Nc1ccc(SCC(=O)c2ccc3c(c2)CCC3)cc1	?
COc1cc(/C=N/OCc2ccccc2)ccc1OCc1ccc(C(=O)O)cc1	2%
C/C(=N\NC(=O)c1cccs1)c1ccncc1	-5%
CCC(C(=O)Nc1ccc(C(=O)OC)cc1)n1nc(-c2ccc(C)cc2)c2c(c1=O)CCCC2 (stereo unspecified)	-28%
Cc1[nH]c(I)c(C)c1C=O	?
COc1ccc(CN2CCN(C/C=C/c3ccccc3)CC2)cc1OC	?
CN1CCC(Oc2nccnc2N2CCc3ccccc32)C1 (stereo unspecified)	-16%
O=C(c1ccccc1Cl)N1CCC2(CC1)CC(O)CCO2 (stereo unspecified)	4%
Cn1c(=O)c2nc(SCc3ccc(F)cc3)n(C)c2n(C)c1=O	9%
N#CCC(=O)Nc1ccc(C(=O)OCC(=O)c2ccc3c(c2)NC(=O)CO3)cc1	-4%
CC(=O)N1C(=O)COC[C@@H]1[C@H](O)c1ccc(NC(=O)C2CCC2)cc1	45%[activator][86.2 µM]
COc1ccccc1Nc1nc(N)c(C(=O)c2ccc(Cl)cc2)s1	-4%
COc1ccccc1N1CCN(C(=O)CN2C(=O)C(c3ccccc3)=NC23CCCC3)CC1	2%
O=C(Nc1ccc2oc(-c3ccccc3)cc(=O)c2c1)c1ccco1	-6%
CCOC(=O)c1ccc(N2CCN(C(C)=O)CC2)c(NC(=O)c2ccc3ccccc3c2)c1	?
COc1cc(OC)cc(C(=O)N2[C@@H]3CC[C@H]2CC(NC(=O)c2ccncc2)C3)c1 (stereo partly specified)	-15%
CC(C)c1ccc(OCC(=O)NCC(c2ccc(Cl)cc2)N2CCOCC2)cc1 (stereo unspecified)	-8%

Going on with the list:
SMILES	KDM5B inhibitor
COc1ccc(-c2ccccc2NC(=O)C2CCCN(Cc3cccc(F)c3F)C2)cc1 (stereo unspecified)	-22%
COc1ccccc1C1=NS(=O)(=O)N(C)C(C(=O)N2CCN(Cc3ccccc3)CC2)=C1	-14%
CCCc1cc(=O)[nH]c(SCc2noc(-c3ccc(Cl)cc3)n2)n1	10%
O=c1c2c(nc3nc(NCc4ccccc4Cl)[nH]n13)CCC2	16%
CCc1noc(-c2cn(C3CCN(C(=O)c4ccc(N(C)C)cc4)CC3)nn2)n1	-12%
O=C(O)c1cccc(-c2cccc(C(F)(F)F)c2)c1	20%[149 µM]
Cc1ccc(Cl)cc1NC(=O)CN1C(=O)CSc2ccc(S(=O)(=O)N3CCCC3)cc21	-21%
O=C(c1ccc(N2CCC(O)CC2)nc1)N1CCC(N2CCOCC2)CC1	?
CS(=O)(=O)N1CCCc2cc(-c3csc(N)n3)ccc21	-5%
COc1cccc(-c2ccnc3nc(-c4ccccc4OC)nn23)c1	?
Cc1[nH]nc2c1C(c1ccccc1C(F)(F)F)C(C#N)=C(N)O2 (stereo unspecified)	-1%
CCCn1c(CN2CCN(C(=O)OCC)CC2)nc2cc(NC(=O)c3ccc(Cl)cc3)ccc21	-6%
CC(C)NC(=O)N(C1CCOCC1)C1CN(C(=O)c2ccco2)C1	-9%
CN1CCC(N2CC[C@@H]3[C@H]2C(=O)NC[C@H](CCC(=O)N2CCN(C)CC2)N3C)CC1	?
O=C1N[C@@H]2CCN(S(=O)(=O)c3ccc(Cl)cc3)[C@@H]2C(=O)N1c1ccc(Oc2ccccc2)cc1	-25%
CCc1nc2c(c(-c3ccc(Cl)cc3)n1)CCN(Cc1ccc(C#N)cc1)CC2	?
Cc1cnn(CC(=O)N2CCC(Cn3c(C)cnc3C3CC3)CC2)c1	-13%
CCCCc1noc(CSc2cc(C(N)=O)c3ccccc3n2)n1	-24%
CC(C)C[C@@H](CO)N1Cc2nnn(Cc3ccccc3)c2-c2ccccc2S1(=O)=O	22%
O=C(Cn1ncc2ccccc2c1=O)Nc1ccc(F)c(F)c1	-13%
CC(C)c1nnc(NC(=O)c2cc(=O)c3ccccc3o2)s1	2%
CCOc1cccc(C2c3c(-c4cc(C)ccc4O)n[nH]c3C(=O)N2Cc2ccco2)c1 (stereo unspecified)	11%
Cc1ccc(-c2ccc(CCC(=O)O)n2-c2ccc(C(N)=O)cc2)cc1	?
Cc1cc(C)c2c(=O)cc(C(=O)Nc3ccc(S(=O)(=O)Nc4nc(C)cc(C)n4)cc3)oc2c1	-4%
O=C(Nc1ccccc1)N1CCCN(c2nccc(C(F)(F)F)n2)CC1	32%

Next entries follow.
SMILES	KDM5B inhibitor
CC(=O)c1ccc(NCC(=O)N2N=C(c3ccc(C)o3)CC2c2cccs2)cc1 (stereo unspecified)	-17%
CC(C)(CO)NCc1cccc2ccccc12	-5%
Cc1cc2oc(C(=O)NCC(c3cccs3)N(C)C)cc(=O)c2cc1Cl (stereo unspecified)	7%
CCOc1ccc(C(=O)Nc2ccc(-c3nc4cc(CC)ccc4o3)cc2)cc1	-5%
Cc1ccc(NC(=O)Cn2c(=O)n(CC(=O)NCCc3ccccc3)c(=O)c3ccccc32)cc1C	-44%
CC1C2CC(C/C2=N/O)C1(C)C (stereo unspecified)	18%
Cc1cc(C(=O)OC(C)C(=O)C23CC4CC(CC(C4)C2)C3)c(C)o1 (stereo unspecified)	-12%
O=C1OCC2(CCN(Cc3ccc(Cl)cc3)C2)N1Cc1ccccn1 (stereo unspecified)	-35%[86.2 µM]
O=C(Nc1ccc2c(c1)CCC2)c1cccc(Br)c1	-7%
Fc1ccc(-c2noc(/C=C/c3ccccc3)n2)cc1	7%
COCCNC(=O)c1ccc(-c2ccc(N3CCCCCC3)nc2)cc1	?
CCC(CC)NC(=O)C1Cn2cccc2C(=O)N1 (stereo unspecified)	-21%
COCCOc1cc(NC(=O)c2nn(C)c(=O)c3ccccc23)ccc1OC	10%
O=C(/C=C/c1cccc(Cl)c1)c1ccc(O)cc1	-30%
CC(C)CNC(=O)N1CCCCCC1CN1CCOCC1 (stereo unspecified)	20%
CCCCCn1nc(C(=O)NCCC(=O)OC)c2ccccc2c1=O	-1%

Among those listed so far, 19 have a Cl atom.
SMILES	KDM5B inhibitor
Fc1ccc(-c2noc([C@@H]3Cc4nc[nH]c4CN3Cc3cccs3)n2)cc1Cl	-25%[86.2 µM]
O=C(NC1CCCC1)c1cc(-c2ccc(Cl)s2)nc2ccccc12	?
O=C(CCl)NC(C(=O)O)(c1ccccc1)c1ccccc1	-7%
CCOc1ccc(Cn2c(CNS(=O)(=O)c3ccc(Cl)s3)nc3cccnc32)cc1	?
O=C(COC(=O)c1ccc(Cl)c(S(=O)(=O)N2CCCCCC2)c1)Nc1cc(F)ccc1F	?
O=C(NCc1n[nH]c(=O)c2ccccc12)c1ccccc1Cl	12%
O=C(Nn1cnc2ccccc2c1=O)c1ccc(Cl)c([N+](=O)[O-])c1	0%
O=C(c1ccccc1Cl)N1CCC2(CC1)CC(O)CCO2 (stereo unspecified)	4%
COc1ccccc1Nc1nc(N)c(C(=O)c2ccc(Cl)cc2)s1	-4%
CC(C)c1ccc(OCC(=O)NCC(c2ccc(Cl)cc2)N2CCOCC2)cc1 (stereo unspecified)	-8%
CCCc1cc(=O)[nH]c(SCc2noc(-c3ccc(Cl)cc3)n2)n1	10%
O=c1c2c(nc3nc(NCc4ccccc4Cl)[nH]n13)CCC2	16%
Cc1ccc(Cl)cc1NC(=O)CN1C(=O)CSc2ccc(S(=O)(=O)N3CCCC3)cc21	-21%
CCCn1c(CN2CCN(C(=O)OCC)CC2)nc2cc(NC(=O)c3ccc(Cl)cc3)ccc21	-6%
O=C1N[C@@H]2CCN(S(=O)(=O)c3ccc(Cl)cc3)[C@@H]2C(=O)N1c1ccc(Oc2ccccc2)cc1	-25%
CCc1nc2c(c(-c3ccc(Cl)cc3)n1)CCN(Cc1ccc(C#N)cc1)CC2	?
Cc1cc2oc(C(=O)NCC(c3cccs3)N(C)C)cc(=O)c2cc1Cl (stereo unspecified)	7%
O=C1OCC2(CCN(Cc3ccc(Cl)cc3)C2)N1Cc1ccccn1 (stereo unspecified)	-35%[86.2 µM]
O=C(/C=C/c1cccc(Cl)c1)c1ccc(O)cc1	-30%

Screening data (PubChem BioAssay)
